# Runt-CBFb FRET: inhibitors of RUNX1 Runt–CBFb binding, primary screen, biochemical, FRET, Cerulean-Runt, Venus-CBFb, uHTS; hit rate 0.46% among 220,000; inhibition, % at 20 µM; Cerulean-Runt/Venus-CBFb FRET ratio 530/480, 1 h; Runt-related transcription factor 1 (Homo sapiens) + Core-binding factor subunit beta …;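 active = inhibition over about 50% at 20 µM in the single-dose screen, limit read from the data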;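 also: 0% = DMSO wells and 100% = excess unlabeled CBFb competitor control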
#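 System: Cerulean-labeled Runt domain protein | Quantity: 100 nM of each labeled protein | Schedule: 1 h compound exposure, room temperature | Detection: Fluorescence energy transfer, 422 nm excitation, 530/480 nm emission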
# Hck Nef HTS: inhibitors of Nef-activated human Hck kinase, primary screen, biochemical, Z-Lyte FRET, 384-well, Hck-YEEI | inhibition, % at 20 µM | hit rate 0.68% among 220,000 | Recombinant Hck-YEEI plus Nef, Z-Lyte FRET kinase assay;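 active = Hck-Nef kinase inhibition above about 50%, limit read from the data; inactive = inhibition below that limit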;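 also: 0% = DMSO with Hck plus Nef and 100% = Hck alone without Nef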
# Mdm2 ligase inh: MDM2-luciferase reporter signal enhancers, primary screen, MDM2 E3 ligase inhibitor project, cell-based, luminescence, 1536-well; hit rate 0.11% among 210,000; signal enhancement, % at 5 µM; AID 1230, 2008; E3 ubiquitin-protein ligase Mdm2 (Homo sapiens), Q00987; cell-based MDM2 ubiquitination luciferase reporter, 2 h; 0 = plate control, 100 = twice control, blank-subtracted;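 active = signal enhancement of 30% or more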;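 also: luminescence tracks abundance of the self-degrading MDM2-luciferase fusion protein; higher signal means inhibition of MDM2 E3 ligase activity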
# Target sequence (Q00987 whole entry, looked up, the tested form may be a part): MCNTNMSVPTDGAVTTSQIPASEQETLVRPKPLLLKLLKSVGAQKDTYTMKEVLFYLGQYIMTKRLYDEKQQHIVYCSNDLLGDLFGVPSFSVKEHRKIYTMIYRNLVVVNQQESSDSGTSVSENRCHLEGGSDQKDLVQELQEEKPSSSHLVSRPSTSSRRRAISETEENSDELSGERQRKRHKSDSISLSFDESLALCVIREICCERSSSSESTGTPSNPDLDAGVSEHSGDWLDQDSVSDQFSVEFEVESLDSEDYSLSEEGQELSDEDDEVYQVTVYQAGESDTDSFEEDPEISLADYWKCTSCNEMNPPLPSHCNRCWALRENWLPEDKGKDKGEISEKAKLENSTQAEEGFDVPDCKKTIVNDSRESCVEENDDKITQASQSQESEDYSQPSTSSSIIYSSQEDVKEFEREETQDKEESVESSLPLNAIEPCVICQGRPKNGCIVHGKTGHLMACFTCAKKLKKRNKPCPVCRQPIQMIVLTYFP
#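 Assay system: stable mammalian line carrying autodegrading MDM2–luciferase fusion reporter; Input: 2000 cells in each well; Compound dosing: single-point 5 µM; Schedule: 2 h compound exposure at 37 °C; Signal: SteadyLite luciferase luminescence after 15 min room-temperature reagent incubation; Evaluation: % luminescence enhancement versus blank-corrected plate control mean; Benchmarks: plate controls and plate blanks.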
# EBV gp42 block: Epstein-Barr virus gp42 inhibitors, primary screen, biochemical, uHTS, fluorescence polarization. hit rate 0.42% among 220,000. Fluorescence polarization binding assay, mP read-out. inhibition, % (tested at 21.74 µM); in the data active = inhibition above about 50%
# Target sequence (Q1HVG2 whole entry, looked up): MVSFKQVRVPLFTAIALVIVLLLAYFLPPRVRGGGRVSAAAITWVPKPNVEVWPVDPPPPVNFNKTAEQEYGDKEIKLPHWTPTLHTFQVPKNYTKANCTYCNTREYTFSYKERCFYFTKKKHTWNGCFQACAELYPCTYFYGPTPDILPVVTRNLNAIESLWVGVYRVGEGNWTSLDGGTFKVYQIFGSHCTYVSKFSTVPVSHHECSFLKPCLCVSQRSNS
# TbHK1 inh: Trypanosoma brucei hexokinase 1 inhibitors, primary screen, biochemical, G6PDH-coupled NADH absorbance, MLSCN library | hexokinase 1 [Trypanosoma brucei] | recombinant TbHK1, G6PDH-coupled NADH A340 | inhibition, % at 10 µM | hit rate 0.11% among 220,000;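 active = inhibition of 50% or more in the single-dose primary screen; inactive = inhibition below 50%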
# Runt-SMMHC FRET: inhibitors of RUNX1 Runt–CBFb-SMMHC binding, primary screen, biochemical, FRET, Cerulean-Runt, Venus-CBFb-SMMHC, uHTS; Runt-related transcription factor 1 (Homo sapiens) + Core-binding factor subunit beta …; Cerulean-Runt/Venus-CBFb-SMMHC FRET ratio 530/480, 1 h; inhibition, % at 20 µM; hit rate 0.74% among 220,000;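 active = mean inhibition across duplicate retests at 20 µM reaching about 50%, limit read from the data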;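 also: 0% = DMSO wells and 100% = wells with excess untagged CBFb-SMMHC; inhibitors lower the FRET ratio by blocking Runt binding to CBFb-SMMHC; some results filed as inactive read as strong as hits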
# NCF1 inh: p47phox/p22phox peptide binding inhibitors, primary screen, biochemical, uHTS, NADPH oxidase regulatory subunit; Neutrophil cytosol factor 1 (Homo sapiens), P14598; fluorescence polarization, 2 h; inhibition, % at 24.7 µM; hit rate 0.53% among 220,000; AID 1274, 2008;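 active = inhibition above about 30%, limit read from the data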;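 also: 0% = p47phox with labelled peptide and 100% = labelled peptide alone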
# zVAD death inh: inhibitors of zVAD-triggered necroptosis, primary screen, L929 cells. viability rescue, % at 10 µM. L929 zVAD necroptosis rescue, ATP luminescence, 24 h; with zVAD 60 µM. hit rate 0.38% among 220,000;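 active = activation, scaled between plate controls, above about 75%, limit read from the data; inactive = activation under that limit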;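 also: 0% = zVAD with DMSO and 100% = DMSO alone without zVAD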
# 14-3-3 Bad PPI: inhibitors of 14-3-3 zeta/Bad binding, primary screen, biochemical, TR-FRET, bovine 14-3-3 zeta. TR-FRET 14-3-3zeta/Dy647-pBad peptide displacement, 1 h. inhibition, % at 21.7 µM. hit rate 0.71% among 220,000;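 active = inhibition above about 70%, limit read from the data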;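 also: 0% = full 14-3-3 plus peptide FRET controls and 100% = background without 14-3-3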
# Target sequence (P63103 whole entry, looked up): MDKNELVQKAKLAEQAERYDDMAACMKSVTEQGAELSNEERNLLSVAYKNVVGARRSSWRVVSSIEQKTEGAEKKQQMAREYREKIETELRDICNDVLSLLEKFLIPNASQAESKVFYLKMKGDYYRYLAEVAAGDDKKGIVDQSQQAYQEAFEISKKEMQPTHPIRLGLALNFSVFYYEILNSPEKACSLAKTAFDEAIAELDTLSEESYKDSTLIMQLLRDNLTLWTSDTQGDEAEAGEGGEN
# Numbers without * were called inactive; x = not tested or not shown; & = joins results of further samples; [ ] = dose if it differs, or a comment.
[1] Nn1cc(-c2ccccc2)nc1SCC(=O)Nc1ccc2c(c1)OCO2
[2] COCCn1nnnc1C(CC(C)C)N1CCN(c2cccc(OC)c2)CC1 (configuration not stated)
[3] Cc1cc(C(=O)NCC(=O)O)c(C)o1
[4] O=C1Cc2ccccc2C(c2ccc(Br)cc2)N1 (configuration not stated)
[5] Cn1ncc2c(NCc3ccccc3)ncnc21
[6] CCc1ccc(C2NC(=S)NC3=C2C(=O)CC(C)(C)C3)cc1 (configuration not stated)
[7] CCCCC(=O)Nc1ccc2oc(-c3ccncc3)nc2c1
[8] C=CCn1c(SCC(=O)c2cc(C)n(CCOC)c2C)nc2sc(C)c(C)c2c1=O
Assay by compound	1	2	3	4	5	6	7	8
Runt-CBFb FRET	3	-2	3	-1	1&0	12	-1	4
Hck Nef HTS	3	-3	1	3	0&-1	0	1	1
Mdm2 ligase inh	x	15	-7	-21	-12&-18	1	-10	-12
EBV gp42 block	-17	-21	-9	-12	-6&3	-28	-15	-3
TbHK1 inh	-1	-1	-3	0	-7&-2	-21	-6	-19
Runt-SMMHC FRET	-2	-1	-4	0	4&0	35	-2	0
NCF1 inh	-17	-4	-20	-5	-17&-11	-11	0	-4
zVAD death inh	3.0	2.1	1.1	-0.7	0.9&-0.7	0.8	0.1	0.1
14-3-3 Bad PPI	-4	17	-12	3[fluorescence artefact?]	-4&1	-4	11	-8[fluorescence artefact?]

# In the list so far, three have sulfur.
[1] Nn1cc(-c2ccccc2)nc1SCC(=O)Nc1ccc2c(c1)OCO2
[6] CCc1ccc(C2NC(=S)NC3=C2C(=O)CC(C)(C)C3)cc1 (configuration not stated)
[8] C=CCn1c(SCC(=O)c2cc(C)n(CCOC)c2C)nc2sc(C)c(C)c2c1=O
Assay by compound	1	6	8
Runt-CBFb FRET	3	12	4
Hck Nef HTS	3	0	1
Mdm2 ligase inh	x	1	-12
EBV gp42 block	-17	-28	-3
TbHK1 inh	-1	-21	-19
Runt-SMMHC FRET	-2	35	0
NCF1 inh	-17	-11	-4
zVAD death inh	3.0	0.8	0.1
14-3-3 Bad PPI	-4	-4	-8[fluorescence artefact?]

# Next section:
[9] CC(C(=O)N1CCN(c2ccc([N+](=O)[O-])cc2)CC1)N1C(=O)C2CC=CCC2C1=O (configuration not stated)
[10] CCOC(=O)C1C(=O)NC(N2CCN(Cc3ccccc3)CC2)=NC1c1ccccc1 (configuration not stated)
[11] CCc1nnc(NC(=O)CSc2nnc(CNc3ccc(OC)cc3)n2CC)s1
[12] O=C(CC(Nc1cccc(Cl)c1Cl)C(=O)O)c1ccccc1 (configuration not stated)
[13] CC1CCC2(CC1)NC(=O)N(CC(=O)N1CCc3ccccc3C1)C2=O (configuration not stated)
[14] O=C(/C=C/c1ccccc1Cl)Nn1cnc2ccccc2c1=O
[15] COc1ccc(CC(NC(=O)c2ccccc2)C(=O)NCC(=O)O)cc1 (configuration not stated)
[16] CC(=O)Nc1ccc(C(=O)Nc2ccc(S(=O)(=O)N3CCCC3)cc2)cc1
Assay by compound	9	10	11	12	13	14	15	16
Runt-CBFb FRET	1	4	2	17	2	-1	3	-2
Hck Nef HTS	8	0	9	46	20	0	23	-16
Mdm2 ligase inh	x	-30	-9	-5	-1	2	-10	-15
EBV gp42 block	-9	3	-13	-8	-8	-3	0	-10
TbHK1 inh	-4	-2	-6	3	-3	36	3	2
Runt-SMMHC FRET	-1	3	3	13	0	-4	0	0
NCF1 inh	-14	2	-5	-13	-6	2	2	-7
zVAD death inh	-0.4	0.4	1.0	0.9	3.3	0.1	0.7	1.4
14-3-3 Bad PPI	-13	10[fluorescence artefact?]	-15	0	-5	-17	1	3

[17] Cc1ccc(NC(=O)Nc2nc3ccccc3s2)cc1NC(=O)Nc1nc2ccccc2s1
[18] Cc1ccc([N+](=O)[O-])cc1N(CC(=O)N1CCCCC1)S(C)(=O)=O
[19] O=[N+]([O-])c1cnccc1Nc1ccc(F)cc1
[20] Cc1ccc(NC(=O)Cn2nc(C)c([N+](=O)[O-])c2C)cc1Cl
[21] O=C(Nc1ccccc1-c1ccccc1)c1ccc(NC(=O)c2ccco2)cc1
[22] CCOc1ccccc1-n1c(=S)sc2c(=O)n(-c3ccc(C)cc3)c(=S)[nH]c21
[23] CN(C)CCNc1oc(COc2ccc(-c3ccccc3)cc2)nc1C#N
[24] Cc1c(Cl)cccc1NC(=S)N1CCCN(Cc2ccc(F)cc2)C1
Assay by compound	17	18	19	20	21	22	23	24
Runt-CBFb FRET	0	0	0	-1	-1	34	2	1
Hck Nef HTS	28	-17	0	-6	-23	6	-1	22
Mdm2 ligase inh	-26	-7	-8	-2	2	-18	5	7
EBV gp42 block	-8	2	-1	-10	7	-14	-3	-4
TbHK1 inh	4	3	3	-2	30	-19	-1	5
Runt-SMMHC FRET	-2	0	-7	0	4	24	6	1
NCF1 inh	-6	12	-7	-12	-14	-3	-8	15
zVAD death inh	10	1.0	0.0	3.3	0.5	0.5	4.7	-0.4
14-3-3 Bad PPI	20	-3	-12[fluorescence artefact?]	-1	2	-5	12	-16

# Only Hck Nef HTS, for some of the entries so far:
no.	molecule	Hck Nef HTS
20	Cc1ccc(NC(=O)Cn2nc(C)c([N+](=O)[O-])c2C)cc1Cl	-6
21	O=C(Nc1ccccc1-c1ccccc1)c1ccc(NC(=O)c2ccco2)cc1	-23
22	CCOc1ccccc1-n1c(=S)sc2c(=O)n(-c3ccc(C)cc3)c(=S)[nH]c21	6

# The list continues:
[25] CCCCNC(=O)Nc1ccc(C2SCCS2)cc1
[26] COc1ccc2o/c(=N/NC(=O)c3cccs3)c(C(N)=O)cc2c1
[27] CCOC(=O)c1cncc(C#CCOC(=O)Nc2ccc(OC(F)(F)F)cc2)c1
[28] O=C(O)C1C2CCC(O2)C1C(=O)Nc1ccc(O)cc1 (configuration not stated)
[29] Oc1ccccc1/C=N/NC(=S)NC1CC2CC1C1C=CCC21 (configuration not stated)
[30] CCOc1ccc(N2C(=O)C3CCCN3C2=O)cc1 (configuration not stated)
[31] CC(C)OC(=O)/C(C#N)=C/c1c[nH]c2ccccc12
[32] CCn1c(Cn2nnc(-c3ccccc3)n2)nnc1SCC(=O)Nc1ccc(C(C)=O)cc1
Assay by compound	25	26	27	28	29	30	31	32
Runt-CBFb FRET	2	-15	-4	3	5	1	12	-2
Hck Nef HTS	-8	-37	5	0	-1	0	9	3
Mdm2 ligase inh	-12	-9	-6	-5	-9	2	-10	-15
EBV gp42 block	0	-34	-7	1	8	-15	17	0
TbHK1 inh	1	-7	-5	27	-21	-3	-6	-1
Runt-SMMHC FRET	3	-30	-2	-4	6	0	63	-7
NCF1 inh	-15	-27	-21	-17	-15	-6	-17	16
zVAD death inh	6.9	0.7	7.3	0.3	1.5	0.0	0.0	-0.1
14-3-3 Bad PPI	-6	-12	-4	-11	-3	2	-5	9

[33] Cc1ccc2c(c1)cc(CN(Cc1cccs1)C(=O)c1ccco1)c1nnnn12
[34] O=C(CSCc1ccc(Cl)cc1)N/N=C/c1ccco1
[35] CCC(C)NC(=O)C1CCCN(S(=O)(=O)c2ccc(-n3cnnn3)cc2)C1 (configuration not stated)
[36] CCOc1ccc(CNn2nnnc2N)cc1
[37] CCOc1ccc(C(=O)Nc2cccc([N+](=O)[O-])c2)cc1Br
[38] O=C(O)C(Cc1ccccc1)n1c(=S)[nH]c2ccccc2c1=O (configuration not stated)
[39] CC1=CCC(COC(=O)Nc2ccccc2)CC1 (configuration not stated)
[40] C/C(=N/NC(=O)c1ccc(Br)o1)c1ccncc1
Assay by compound	33	34	35	36	37	38	39	40
Runt-CBFb FRET	0	-1	-1	0	-1	0	-1	-1
Hck Nef HTS	8	27	0	1	9	3	1	0
Mdm2 ligase inh	-22	-11	-2	4	12	6	-29	-3
EBV gp42 block	2	3	-14	-14	4	-5	-6	-13
TbHK1 inh	8	-3	-3	-3	2	-6	1	-3
Runt-SMMHC FRET	-2	1	1	2	-8	1	-3	-4
NCF1 inh	-2	-12	-6	1	2	3	-5	-7
zVAD death inh	-0.3	1.9	0.6	0.0	0.4	0.5	0.5	0.4
14-3-3 Bad PPI	3	6	7	-15[fluorescence artefact?]	-7	-19	-5	-6

[41] Cc1ccccc1C(=O)N1CCc2c([nH]c3ccccc23)C1C(F)(F)F (configuration not stated)
[42] Cc1cc(N2CCN(C(=O)c3ccco3)CC2)c2ccccc2n1
[43] O=C1CCCN1c1ccc(S(=O)(=O)Oc2ccc(Cl)cc2)cc1[N+](=O)[O-]
[44] CC(NC(=O)Cc1ccccc1[N+](=O)[O-])c1ccccc1 (configuration not stated)
[45] CCCn1nc(C(=O)Nc2nnc(CC)s2)c2ccccc2c1=O
[46] CN1/C(=C\C(=O)c2cccnc2)C(C)(C)c2ccccc21
[47] Cc1cc(C)c(NC(=O)CSc2nnc(-c3ccncc3)n2Cc2ccco2)c(C)c1
[48] CC(C)OCCCN1CN(S(=O)(=O)c2ccccc2)c2nc3ccccc3nc21
Assay by compound	41	42	43	44	45	46	47	48
Runt-CBFb FRET	0	1	0	0	0	17	5	1
Hck Nef HTS	-1	5	0	2	-10	9	0	1
Mdm2 ligase inh	-2	-15	-13	-7	-5	x	-8	-23
EBV gp42 block	1	-8	5	-13	-3	-7	-7	6
TbHK1 inh	2	-8	2	-5	21	-15	2	-11
Runt-SMMHC FRET	2	1	3	4	-1	37	-2	4
NCF1 inh	-5	-2	-1	-3	4	-22	-6	-15
zVAD death inh	0.0	-0.3	-0.2	2.3	1.9	1.8	-0.3	-0.4
14-3-3 Bad PPI	-4	1	9	0	-6	-13[fluorescence artefact?]	13[fluorescence artefact?]	-5

# Values by screen from the entries so far.
# EBV gp42 block, nos. 44 to 48: -13, -3, -7, -7, 6

# Next results:
[49] CC(=O)c1sc2nc(CSc3nnnn3-c3ccccc3)[nH]c(=O)c2c1C
[50] Cc1cc(N2CCCC2=O)ccc1S(=O)(=O)NCCOc1ccccc1
[51] O=C(CCC(=O)OCc1ccc(Cl)cc1)Nc1ccccc1
[52] COc1ccc(C2C(C(=O)/C=C/c3ccco3)=C(O)C(=O)N2CCN2CCOCC2)cc1OC (configuration not stated)
Assay by compound	49	50	51	52
Runt-CBFb FRET	-11	-1	2	0
Hck Nef HTS	53*	20	22	14
Mdm2 ligase inh	-13	-8	-9	-6
EBV gp42 block	23	-14	-16	3
TbHK1 inh	9	-5	2	-14
Runt-SMMHC FRET	-43	1	1	-12
NCF1 inh	-33	3	-1	-30
zVAD death inh	1.6	0.3	15	2.2
14-3-3 Bad PPI	26	-2	-4	3

# Hits appear at their usual frequency; overall some 3.2% were active at least once.
